C-LANA FP: KSHV C-LANA DNA binding inhibition; MBP-C-LANA/FAM-LBS DNA binding, fluorescence polarization; inhibition, % at 9 µM; actives 0.078% (n = 340,000);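 active = highest replicate inhibition at or above 60% at 9 µM, even if other replicates fall short; inactive = all replicates below 60% inhibition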;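 also: 0% = neutral control wells and 100% = 4 µM acridine orange control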
DAGLB inh: diacylglycerol lipase beta (human) inhibition; actives 0.059% (n = 340,000); HEK293T DAGLB membrane lysate, EnzChek fluorogenic substrate; AID 504411; Q8NCG7; inhibition, % at 5.17 µM; in the data active = inhibition above about 34%;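 also: 0% = enzyme with vehicle and 100% = wells lacking enzyme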
Keap1 Nrf2 FP: inhibitors of human Keap1-Nrf2 protein-protein interaction. Keap1 Kelch-Nrf2 peptide fluorescence polarization, 1536-well. Q14145. actives 0.15% (n = 340,000). inhibition, % at 9.4 µM; in the data active = inhibition above about 12%;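 also: human Keap1 Kelch domain with fluorescein labeled Nrf2 9mer peptide probe; 0% = neutral control wells and 100% = peptide positive control; higher means more block of Keap1 binding to Nrf2 peptide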
Arr AP2 block: inhibitors of human beta-arrestin and AP2 interaction; FITC-arrestin peptide / GST-AP2 beads, flow cytometry; AP2 beta2 appendage carries R879A mutation; inhibition, % at 10 µM; actives 0.31% (n = 340,000);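 active = inhibition above a set limit, near 3 SD of compounds lacking own fluorescence, cut at about 54% in these data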;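 also: plate controls were DMSO wells for no effect and 5 µM unlabelled arrestin peptide for full effect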
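System: GST-AP2 R879A glutathione beads. Medium: PBS with 0.05% Tween 20 and 0.1% BSA. Also added: FITC-arrestin peptide, 50 nM. Incubation: 12 min plus 1 h, RT. Measured by: high-throughput flow cytometry of beads, ex 488, em 535 nm. Evaluation: percent drop in bead-associated FITC signal.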
Cardiac RTF inh: cardiac RTF calcium desensitization; inhibition, % at 7.15 µM; actives 0.12% (n = 340,000); IANBD-labeled cardiac RTF, Ca2+ fluorescence; P19429+P45379;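 active = inhibition above the mean inhibition of all tested compounds plus 3 SD, cut at about 17% in these data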;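 also: assay run at fixed EC70 calcium of 1.6 mM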
SR-BI DiI inh: inhibitors of mouse SR-BI mediated HDL lipid uptake. Q61009. ldlA[mSR-BI] CHO cells, DiI-HDL uptake fluorescence, 3 h. inhibition, % at 12.5 µM. actives 0.96% (n = 320,000);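 active = mean replicate inhibition of at least 70% and a set share of replicates each scoring 70 or more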;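 also: 0% = median of neutral control wells and 100% = median of positive control wells; values of inactives mirror those of a sister screen read the other way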
NSD2 inh: NSD2 (human) methyltransferase inhibition; O96028; NSD2 peptide methylation, AlphaScreen, 120 min; inhibition, % at 12.5 µM; actives 0.54% (n = 310,000); AID 743445; in the data active = inhibition above about 50%
Target sequence (O96028 whole entry, looked up): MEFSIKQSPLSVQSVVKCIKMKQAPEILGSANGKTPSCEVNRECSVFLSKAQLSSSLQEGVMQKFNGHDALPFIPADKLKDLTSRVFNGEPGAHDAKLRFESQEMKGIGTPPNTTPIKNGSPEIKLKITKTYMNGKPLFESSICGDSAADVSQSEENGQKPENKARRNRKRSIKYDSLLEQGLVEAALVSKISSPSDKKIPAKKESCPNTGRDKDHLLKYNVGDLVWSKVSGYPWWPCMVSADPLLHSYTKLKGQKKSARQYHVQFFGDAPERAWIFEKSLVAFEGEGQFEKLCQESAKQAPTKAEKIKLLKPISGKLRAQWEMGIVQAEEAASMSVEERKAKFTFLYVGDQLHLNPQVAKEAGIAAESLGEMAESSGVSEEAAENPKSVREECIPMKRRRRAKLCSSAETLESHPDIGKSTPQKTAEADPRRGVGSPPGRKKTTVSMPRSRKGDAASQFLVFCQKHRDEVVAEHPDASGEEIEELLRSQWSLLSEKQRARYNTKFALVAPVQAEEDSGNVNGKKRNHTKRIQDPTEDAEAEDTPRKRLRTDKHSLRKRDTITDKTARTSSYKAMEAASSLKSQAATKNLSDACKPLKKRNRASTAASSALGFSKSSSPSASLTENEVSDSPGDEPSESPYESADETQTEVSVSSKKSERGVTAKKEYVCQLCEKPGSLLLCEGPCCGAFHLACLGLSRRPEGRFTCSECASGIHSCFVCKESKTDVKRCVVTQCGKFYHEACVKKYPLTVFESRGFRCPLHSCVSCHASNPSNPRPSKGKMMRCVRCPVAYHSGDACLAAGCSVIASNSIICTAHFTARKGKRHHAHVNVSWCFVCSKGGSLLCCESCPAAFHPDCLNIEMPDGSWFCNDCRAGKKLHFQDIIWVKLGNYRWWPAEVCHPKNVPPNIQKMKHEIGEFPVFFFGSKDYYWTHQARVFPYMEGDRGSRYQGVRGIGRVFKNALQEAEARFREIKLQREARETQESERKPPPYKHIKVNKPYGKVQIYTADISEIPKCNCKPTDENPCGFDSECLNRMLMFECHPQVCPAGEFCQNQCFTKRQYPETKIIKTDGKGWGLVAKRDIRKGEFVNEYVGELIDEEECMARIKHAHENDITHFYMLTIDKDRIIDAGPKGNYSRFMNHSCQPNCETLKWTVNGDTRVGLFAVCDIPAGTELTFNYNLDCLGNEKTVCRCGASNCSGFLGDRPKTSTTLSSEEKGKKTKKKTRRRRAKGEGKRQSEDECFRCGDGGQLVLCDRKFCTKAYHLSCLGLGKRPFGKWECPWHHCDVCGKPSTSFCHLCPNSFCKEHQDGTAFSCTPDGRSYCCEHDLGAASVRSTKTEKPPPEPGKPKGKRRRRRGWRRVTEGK
PKA-R2B activ: PKA-R2B complex activation. actives 0.079% (n = 340,000). P22694+P31323. activation, % at 11.4 µM. AID 504700. PKA-R2B holoenzyme dissociation, Cy5-IP20 fluorescence polarization; R2B truncated from residue 108, S112A mutant; 0% DMSO only, 100% 113 µM cGMP;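 active = activation above a cutoff set at the mean over all compounds plus 3 SD, cut at about 18% in these data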;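 also: higher means more holoenzyme dissociation and a rise in polarization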
SR-BI DiI-HDL act: enhances SR-BI lipid uptake from DiI-HDL | CHO ldlA[mSR-BI] cells, DiI-HDL uptake fluorescence, 3 h; 100 = double the neutral-control signal | activation, % at 12.5 µM | actives 0.096% (n = 320,000) | AID 504775;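 active = mean replicate activation of at least 60% and every replicate at or above 60%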;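 also: 0% = median plate neutral-control signal and 100% = twice that signal; values of inactives mirror those of a sister screen read the other way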
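Assay system: CHO ldlA[mSR-BI] cells, LDL receptor-null, SR-BI overexpressing; medium: Ham's F12 with 0.5% BSA, HEPES 25 mM, pH 7.4; also added: DiI-HDL 10 µg/mL; timing: 3 h uptake period with compound, 37 °C; signal: DiI fluorescence, bottom read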
PvdQ inh: P. aeruginosa PvdQ acylase inhibition | purified PvdQ acylase, fluorescence plate reader | inhibition, % at 10 µM | actives 0.063% (n = 340,000) | AID 488965; in the data active = inhibition above about 30%, passing the limit was not always enough;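 also: 0% = vehicle neutral wells and 100% = reference inhibitor wells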
An asterisk follows results filed as active; / = not tested or not shown. Rows are unselected; about 2.1% have a hit in one of these screens.

SMILES,C-LANA FP,DAGLB inh,Keap1 Nrf2 FP,Arr AP2 block,Cardiac RTF inh,SR-BI DiI inh,NSD2 inh,PKA-R2B activ,SR-BI DiI-HDL act,PvdQ inh
O=C(c1ccc(Cl)cc1)N1CCC(N2CCC(C(=O)N3CCOCC3)CC2)CC1,-0.6,-1,3,-6,-2,-24,-1,-2,24,-16
COc1cccc(CNc2ccc3[nH]c(=O)[nH]c3c2)c1OCc1ccccc1F,1.4,2,-3,12,4,-10,41,-1,10,-11
COC(=O)c1cc(S(=O)(=O)N2CCCC2=O)c(Cl)cc1Cl,-0.8,-1,1,46,-1,7,-2,-5,-7,9
N=c1c(C(=O)NCc2ccccc2)cc2c(=O)n3ccccc3nc2n1Cc1ccco1,-0.9,7,-8,4,3,/,-3,0,/,-12
CCC(O)(CC)C(=O)N(Nc1ccc(C)cc1)c1ccc(C)cc1,0.1,0,0,44,-2,-19,-3,1,19,0
Fc1cc(Br)ccc1COc1ccc(-c2nnco2)cc1,-0.8,1,6,-11,-9,4,-2,9,-4,-8
Cn1c(=NC(=O)C2CCCCC2)sc2cc([N+](=O)[O-])ccc21,1.4,-1,-5,6,-4,-19,-1,-3,19,-6
CCOC(=O)COc1cccc2c(=O)n(CC(=O)N3CCCCC3)ccc12,-0.7,4,1,16,-25,/,-1,-12,/,-10
COc1cc(/C=C2\SC(N)=NC2=O)cc(OC)c1,6.5,-1,2,3,1,5,-1,-2,-5,-5
O=C1CCSc2cccc3cccc(c23)N1,1.2,-1,5,-5,-15,-11,1,-1,11,-9
O=C(NC1=NCCS1)c1cc(-c2ccccc2)nn1-c1ccccc1,2.1,0,1,1,-5,14,7,-5,-14,-9
CC1CCN(C(=O)c2ccc(NC(=O)C3CCCO3)cc2)CC1 (centres undefined),0.1,-3,1,-3,-10,6,/,-4,-6,-6
COc1ccc2oc(=O)c(C(=O)NC3CCCCCC3)cc2c1,1.3,-1,-5,-7,-5,-16,-6,-3,16,-1
CCOC(=O)c1ccc(NC(=O)CC2SCCNC2=O)cc1 (centres undefined),0.8,0,-9,20,-1,9,1,-2,-9,-8
O=C(CN1C(=O)c2ccc([N+](=O)[O-])cc2C1=O)NC1CCS(=O)(=O)C1 (centres undefined),1.4,1,-3,30,0,-12,1,-9,12,1
CCN1CCN(S(=O)(=O)c2ccc(Cl)c(C(=O)Nc3ccccc3N3CCCCC3)c2)CC1,-0.2,-1,-6,16,-11,-10,3,-8,10,-3
CCOc1ccc2[nH]c(=O)c(CN(Cc3cccnc3)C(=O)Nc3ccccc3OC)cc2c1,0.8,2,-3,-57,1,17,-3,-3,-17,5
Cc1ccc2nc(-c3ccc(NC(=O)COC(=O)c4ccco4)cc3)sc2c1,0.3,5,4,22,-2,-20,-1,-3,20,7
CN(Cc1ccccc1)c1nc2nonc2nc1N1CCCC(CN2CCCC2=O)C1 (centres undefined),-1.1,0,1,4,-11,/,0,-4,/,-5
Cc1ccc(NC(=O)CSc2ccc(S(=O)(=O)N3CCCC3)cn2)cc1F,-1.4,-4,-6,-16,-7,-6,/,2,6,-14
CC(=O)c1cc(C)ccc1OC(=O)c1ccco1,0.6,-1,-8,6,-3,-25,-1,0,25,-3
O=C(c1ccccc1Br)N1CCN(c2ccc([N+](=O)[O-])c(N3CCOCC3)c2)CC1,-2.3,0,-2,1,-1,16,7,2,-16,0
CCOC(=O)CNC(=O)CCCCCC(=O)NCC(=O)OCC,2.7,-1,1,-2,-5,1,-2,6,-1,-7
Cc1ccc(C(=O)NCCCNc2ccc(C(F)(F)F)cc2[N+](=O)[O-])cc1,0.4,0,-4,1,-6,-25,-3,-15,25,-17
O=C(Nc1cc(N2CCOCC2)ncn1)NC1(C(F)(F)F)Oc2ccccc2O1,0.1,0,-6,-3,0,-9,0,-5,9,-17
Cc1cccc(N2CCN(C(=O)c3ccc(S(=O)(=O)N(C)c4ccccc4)cc3)CC2)c1C,0.8,1,0,11,-13,51,1,-3,-51,-8
Cc1cc(=O)[nH]c(N/N=C/C2=C(N3CCOCC3)C(=C\c3ccc(Cl)cc3)/CC2)n1,0.5,7,-6,7,2,60,3,-13,-60,-23
O/N=C1\CCCc2ccccc21,0.3,1,0,11,0,-5,1,-2,5,11
CC(C)(C)C(=O)Nc1ccc(-c2nnc3n2CCCCC3)cc1,0.8,-2,2,24,5,-8,-2,-4,8,1
Cc1cc(F)ccc1NC(=O)c1cc(S(=O)(=O)N2CCOCC2)cn1C,-1.1,2,1,5,1,6,/,-5,-6,-5

Quoted at random: 6 compounds from above
SMILES,C-LANA FP,DAGLB inh,Keap1 Nrf2 FP,Arr AP2 block,Cardiac RTF inh,SR-BI DiI inh,NSD2 inh,PKA-R2B activ,SR-BI DiI-HDL act,PvdQ inh
CN(Cc1ccccc1)c1nc2nonc2nc1N1CCCC(CN2CCCC2=O)C1 (centres undefined),-1.1,0,1,4,-11,/,0,-4,/,-5
Cc1cc(=O)[nH]c(N/N=C/C2=C(N3CCOCC3)C(=C\c3ccc(Cl)cc3)/CC2)n1,0.5,7,-6,7,2,60,3,-13,-60,-23
Cc1ccc2nc(-c3ccc(NC(=O)COC(=O)c4ccco4)cc3)sc2c1,0.3,5,4,22,-2,-20,-1,-3,20,7
O=C(c1ccccc1Br)N1CCN(c2ccc([N+](=O)[O-])c(N3CCOCC3)c2)CC1,-2.3,0,-2,1,-1,16,7,2,-16,0
O=C1CCSc2cccc3cccc(c23)N1,1.2,-1,5,-5,-15,-11,1,-1,11,-9
Fc1cc(Br)ccc1COc1ccc(-c2nnco2)cc1,-0.8,1,6,-11,-9,4,-2,9,-4,-8

The main list resumes, repeating the six entries before the break.
SMILES,C-LANA FP,DAGLB inh,Keap1 Nrf2 FP,Arr AP2 block,Cardiac RTF inh,SR-BI DiI inh,NSD2 inh,PKA-R2B activ,SR-BI DiI-HDL act,PvdQ inh
O=C(Nc1cc(N2CCOCC2)ncn1)NC1(C(F)(F)F)Oc2ccccc2O1,0.1,0,-6,-3,0,-9,0,-5,9,-17
Cc1cccc(N2CCN(C(=O)c3ccc(S(=O)(=O)N(C)c4ccccc4)cc3)CC2)c1C,0.8,1,0,11,-13,51,1,-3,-51,-8
Cc1cc(=O)[nH]c(N/N=C/C2=C(N3CCOCC3)C(=C\c3ccc(Cl)cc3)/CC2)n1,0.5,7,-6,7,2,60,3,-13,-60,-23
O/N=C1\CCCc2ccccc21,0.3,1,0,11,0,-5,1,-2,5,11
CC(C)(C)C(=O)Nc1ccc(-c2nnc3n2CCCCC3)cc1,0.8,-2,2,24,5,-8,-2,-4,8,1
Cc1cc(F)ccc1NC(=O)c1cc(S(=O)(=O)N2CCOCC2)cn1C,-1.1,2,1,5,1,6,/,-5,-6,-5
O=C1OCCC1Sc1nnc(-c2cccs2)n1Cc1ccccc1 (centres undefined),-0.1,-3,-6,6,-3,-28,-1,-11,28,-15
CCC(=O)Nc1nnc(CCc2ccccc2)s1,-0.6,-1,-2,-2,4,3,0,-6,-3,-4
Cc1cccc(C(C#N)c2nc3ccccc3nc2C(F)(F)F)c1 (centres undefined),0.3,-9,-7,-6,-8,9,-4,1,-9,-8
CNC[C@H]1Oc2c(NS(=O)(=O)c3ccccc3)cccc2C(=O)N([C@H](C)CO)C[C@@H]1C,-1.3,-3,0,17,6,-17,/,-14,17,9
CC(C)OCCCN1CN(S(=O)(=O)c2cccc(Cl)c2)c2nc3ccccc3nc21,1.1,1,3,-5,-9,-31,1,2,31,-8
CCn1c(COc2ccc(C)cc2)nnc1SCC(=O)C(C)(C)C,1.4,-3,-2,-6,-8,-7,0,-3,7,-14
CC1CCN(c2nc3c(c(=O)n(C)c(=O)n3C)n2Cc2ccccc2)CC1,-1.5,-2,0,0,-5,5,4,-4,-5,-8
C=CCn1c(Sc2nncn2C)nc2c1c(=O)[nH]c(=O)n2C,-0.6,-2,0,12,0,-27,-2,0,27,-1
COc1ccc(NC(=O)CN(c2ccc(OC)c(Cl)c2)S(=O)(=O)c2ccccc2)cc1,-0.6,-3,0,-7,-13,2,-8,9,-2,-17
COc1ccc(OC)c(N2C(=O)C(Cl)=C(N3CCOCC3)C2=O)c1,0.6,0,-1,-4,0,-14,-4,-3,14,-6
Cc1ccc(C(=O)N2CCCN(c3nc4cc5c(cc4cc3C#N)OCO5)CC2)cc1,5.8,-3,-1,33,-9,/,-18,8,/,0
CCCCCCCC(=O)N/N=C/c1ccncc1,-1.0,-3,-5,3,-3,-21,-5,4,21,-8
CCOCC(=O)N1CCN(Cc2ccc3c(c2)OCO3)CC1,-0.3,-2,-6,12,-7,-9,-2,-12,9,-5
C[C@H](CO)N1C[C@H](C)[C@@H](CN(C)S(=O)(=O)c2ccc(F)cc2)Oc2ccc(NS(=O)(=O)c3ccccc3)cc2C1=O,0.7,1,-5,2,10,-2,/,-22,2,-4
Cc1ccccc1NC(=O)Cn1nnc(S(=O)(=O)c2ccc(C(C)(C)C)cc2)c1N,0.1,4,-1,1,2,-6,/,10,6,3
Cc1nn(CC(=O)c2cccc(Cl)c2)c(C)c1[N+](=O)[O-],-0.8,0,-7,10,-13,17,-2,-7,-17,-7
CN1CCN(S(=O)(=O)c2cc(Cl)c(Cl)cc2Cl)CC1,-0.5,-3,-6,37,-2,1,3,7,-1,-7

Assay outcomes: PubChem, several laboratories
